APEX1 inh – blocks human APE1 abasic DNA cleavage; P27695; recombinant APE1, TAMRA/BHQ-2 abasic DNA cleavage fluorescence; Potency, µM (highest dose often 65.8 µM), for inactives: at the highest dose activity change, negative = inhibition, actives largely listed as inhibitors; 350,000 tested, 0.35% active; AID 2517;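 further: plate controls were vehicle for no effect and reference inhibitor for full effect; nearly all actives have a fitted effect of over 55% in size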
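Step 1: APE1 (0.75 nM) with compound, 15 min RT. Step 2: add 50 nM fluorophore/quencher THF duplex. Step 3: three fluorescence reads 60 s apart (525/598 nm); read 3 minus read 1 = reaction progress.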
BLM inh – Bloom syndrome helicase (human) inhibition; Potency, µM (doses to about 56.1 µM), for inactives: top-dose activity change, negative = inhibition, most hits filed as inhibitors; AID 2528; 350,000 tested, 0.2% active; recombinant BLM DNA unwinding, fluorescence dequenching; P54132;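 further: plate controls were vehicle for no effect and no enzyme for full effect; nearly all actives have a fitted effect of over 35% in size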
* hit, by the source's call; ? = inconclusive; & = joins results of further samples; [ ] = remark or other dose. The call rests on the fitted dose curve; in most records, active means well fitted curve in the direction sought with a large enough effect; inconclusive means small, poorly fitted or top-dose-only effect, or another doubt; inactive means no such curve, though single readings can be large; an effect the other way counts as inactive or inconclusive. Potency means the concentration at half of the fitted maximal effect. These rows are one share of the data; count on the stated rates, not on these rows.

SMILES	APEX1 inh	BLM inh
C=CC[C@@H]1C=C[C@H](ON=C(C)C)[C@H](CO)O1	21.5%[12.4 µM]	-1.1%[12.4 µM]
CCCCCC(=O)/C=C/[C@@H]1[C@@H](C/C=C\CCCC(=O)O)[C@@H](O)C[C@H]1O	1.8%	-1.4%
COc1cccc([C@@H]2Oc3ccc(OC)cc3C(=O)[C@H]2OC(=O)NCCOc2ccccc2)c1	1.0%	-1.9%
CCCCCCCCCCCCCCCC(=O)NCC(=O)O	3.3%	-2.9%
Cc1noc(C)c1S(=O)(=O)N1CCc2nc(-c3ccccc3)c3c(c2C1)CO[C@@H](C)C3	-1.4%[12.4 µM]	5.2%[12.4 µM]
COC(=O)/C=C/C1c2ccccc2C(OC)C1C (stereo not drawn)	?	3.7%[12.4 µM]
CCOC(=O)OCC1OC(C#Cc2ccccc2)C=CC1Oc1cccc(N(C)C)c1 (stereo not drawn)	?	-9.8%[12.4 µM]
COc1c(O)c(O)cc2c1oc1c3cc(C)ccc3oc(=O)c21	?	?
C=C[C@@]1(C)CC[C@H](O)[C@H]2C(=O)CCC[C@@H]21	10.0%	1.9%
COC(=O)[C@@]1(Cc2ccc(F)cc2)[C@H]2c3cc(C(=O)N4CCCC4)n(Cc4ccc(OC(F)(F)F)cc4)c3C[C@H]2CN1C(=O)c1ccccc1	-4.6%	-17.9%
CCCCc1nc2c(c3c1C[C@H](C)OC3)CN(C(=O)C1CC1)CC2	-2.0%[12.4 µM]	-2.6%[12.4 µM]
CCCn1c(C)nc2c(NCCCCN(C)C)nc(C)nc21	-1.3%	2.4%
COC/C=C/C1=CC2=CC(=O)C(C)(O)C(=O)C2=CO1 (stereo not drawn)	-2.4%	2.3%
C=C[C@H](C)[C@](C)(O)c1ccccc1	0.8%	1.2%
COC(C1CCCCC1)C(C)C(OCc1cccc(Br)c1)C(C)CO (stereo not drawn)	15.3%[12.4 µM]	-2.0%[12.4 µM]
COC(=O)CC1c2ccccc2C=C(C2CC2)N1C(=O)OC (stereo not drawn)	-1.4%	2.3%
COC(=O)C1=C(C(=O)OC)[C@@H]2N(C)c3ccccc3[C@@]23C[C@@H](CO)N(C(=O)c2cc(C)oc2C)C3=N1	-0.1%[12.4 µM]	-3.6%[12.4 µM]
O=C1CCCC=C1[C@@H](O)CCOCc1ccccc1	13.8%[12.4 µM]	1.7%[12.4 µM]
COC(=O)NC(c1ccccc1)[C@]1(C(C)=O)CCCC1=O (stereo partly drawn)	4.7%[12.4 µM]	-2.5%[12.4 µM]
CCCCCCNC(=O)Nc1ccc(S(=O)(=O)Nc2ccc(CCNC[C@H](O)COc3ccc(O)cc3)cc2)cc1	-3.0%	?
COCC1=C2c3ccccc3[C@@H]3CNC(=O)C3(C(=O)OC)C[C@@H]2n2c(=O)n(-c3ccccc3)c(=O)n2C1 (stereo partly drawn)	-3.7%&-0.9%	0.2%&-2.7%
N=c1ccn2c(n1)OCC1C2O[C@@H](O)[C@H]1O (stereo partly drawn)	9.7%	4.4%
COCCNC(=O)[C@H](C)/C=C(\c1cccnc1)C(NC(=O)OCc1ccccc1)c1ccc(C(=O)OC)cc1 (stereo partly drawn)	-3.8%	1.2%
C[C@@H](c1ccccc1)N1C(=O)[C@H]2[C@@H]3[C@H](O)[C@H](O)CC(=O)[C@H]3CC[C@H]2C1=O	-6.4%&19.8%[12.4 µM]	-1.2%&-3.0%[12.4 µM]
COCC1=C2c3ccccc3[C@H](C[N+](=O)[O-])C(C(=O)OC)(C(=O)OC)C[C@@H]2n2c(=O)n(-c3ccccc3)c(=O)n2C1	-0.9%&9.5%&-0.8%	-0.8%&6.3%&-7.7%

An excerpt from above in order of molecular weight, falling:
SMILES	APEX1 inh	BLM inh
COCC1=C2c3ccccc3[C@H](C[N+](=O)[O-])C(C(=O)OC)(C(=O)OC)C[C@@H]2n2c(=O)n(-c3ccccc3)c(=O)n2C1	-0.9%&9.5%&-0.8%	-0.8%&6.3%&-7.7%
C[C@@H](c1ccccc1)N1C(=O)[C@H]2[C@@H]3[C@H](O)[C@H](O)CC(=O)[C@H]3CC[C@H]2C1=O	-6.4%&19.8%[12.4 µM]	-1.2%&-3.0%[12.4 µM]
C=CC[C@@H]1C=C[C@H](ON=C(C)C)[C@H](CO)O1	21.5%[12.4 µM]	-1.1%[12.4 µM]

Profiles from above. Order of screens: APEX1 inh	BLM inh
CCCCCCNC(=O)Nc1ccc(S(=O)(=O)Nc2ccc(CCNC[C@H](O)COc3ccc(O)cc3)cc2)cc1 is entered as -3.0%	?
COCC1=C2c3ccccc3[C@H](C[N+](=O)[O-])C(C(=O)OC)(C(=O)OC)C[C@@H]2n2c(=O)n(-c3ccccc3)c(=O)n2C1 is entered as -0.9%&9.5%&-0.8%	-0.8%&6.3%&-7.7%
CCCCCCCCCCCCCCCC(=O)NCC(=O)O is entered as 3.3%	-2.9%
N=c1ccn2c(n1)OCC1C2O[C@@H](O)[C@H]1O (stereo partly drawn) is entered as 9.7%	4.4%
C=CC[C@@H]1C=C[C@H](ON=C(C)C)[C@H](CO)O1 is entered as 21.5%[12.4 µM]	-1.1%[12.4 µM]

Following part.
SMILES	APEX1 inh	BLM inh
CCCCC1CN2C(CCC(C)C2c2ccc(Br)cc2)C(=O)O1 (stereo not drawn)	-9.9%&29.7%&26.4%[12.4 µM]	-7.5%&1.1%&1.5%[12.4 µM]
CCC(=O)N1C2=C(c3ccccc3[C@@H]1CC(=O)Nc1ccc3ccccc3c1)[C@@H]1C(=O)N(c3ccccc3)C(=O)[C@@H]1[C@H](C)C2	-3.1%[12.4 µM]	1.6%[12.4 µM]
COC(=O)C1=C(C(=O)OC)[C@@H]2Nc3ccccc3[C@@]23C[C@@H](C(=O)OC)N(S(=O)(=O)c2ccc(Br)cc2)C3=N1	-3.9%[12.4 µM]	-7.2%[12.4 µM]
CO[C@H]1COC(=O)[C@H](C)NC(=O)[C@@H](C)COC(=O)C/C=C\[C@@H]1C	?	0.9%[12.4 µM]
CCCCCCCN[C@H]1CCC[C@@H]1CCCCCCC(=O)O	-1.6%	0.6%
COC(=O)N[C@@H](/C=C/c1ccccc1)/C(C(=O)OC)=C(\C)NCc1ccccc1	-4.0%	1.0%
COC(=O)NC(c1ccc(Cl)cc1)C(C(C)=O)C(=O)OC (stereo not drawn)	?	-1.8%[12.4 µM]
COC(=O)CCCC1=CC2=CC(=O)C(C)(OC(=O)c3cccs3)C(=O)C2=CN1C(CO)CO (stereo not drawn)	-0.3%[12.4 µM]	-10.0%[12.4 µM]
COC(=O)C/C=C\[C@@H](C)[C@@H](/C=N\O[C@@H](C)c1cn([C@H](CO)Cc2ccccc2)nn1)NS(=O)(=O)c1ccc(C)cc1	39.8%&-2.6%[activator][12.4 µM]	0.0%&-1.1%[12.4 µM]
CC(C)CO/N=C1/[C@H]2O[C@@H]2[C@@H](O)[C@H]2[C@H]1CCn1c(=O)n(Cc3cc4c(cc3Cl)OCO4)c(=O)n12	-12.0%[12.4 µM]	1.2%[12.4 µM]
COC(=O)[C@H]1C[C@H]2CC[C@H](O)C[C@H]2N1Cc1c(F)cccc1Cl	-3.7%	-4.4%
CCOC(=O)N/N=C1/C[C@@H](O)[C@@H](O)[C@@H]2[C@@H]3C(=O)N(CC)C(=O)[C@H]3CC[C@@H]12	13.6%[12.4 µM]	4.3%[12.4 µM]
C[C@H]1C2=C3C(CC[C@H]4C(OCc5ccc(F)cc5C(F)(F)F)OC[C@](C)([C@@H]34)N(C(=O)OC(C)(C)C)C2)C(CO)C1CO (stereo partly drawn)	9.7%	-7.4%
COC(=O)c1ccc(C(/C=C/[C@@H](C)C(=O)N(C)Cc2ccccc2)NC(=O)OCc2ccccc2)cc1 (stereo partly drawn)	-3.2%	-8.5%
Cc1ccc2oc(=O)c3c4cc(O)c(O)cc4oc3c2c1	?	-5.2%
CCCn1c(C)nc2c(NC3CCCCC3)nc(C)nc21	0.9%	1.0%
C/C=C/c1ccc(OC(C)[C@@H](O)c2ccc(O)c(OC)c2)c(OC)c1 (stereo partly drawn)	-4.0%	-3.1%
CC(=O)c1ccc(C2C=CC(Oc3ccc(F)cc3C)C(CO)O2)cc1 (stereo not drawn)	4.6%[12.4 µM]	-2.6%[12.4 µM]
COC(=O)[C@@]1(Cc2ccc(F)cc2)[C@H]2c3cc(C(=O)N(C)C)n(Cc4ccc(C)o4)c3C[C@H]2CN1C(=O)c1ccccc1	-8.5%	-8.9%
CCC[C@@H]1C[C@@]1(CCC)C(NC(=O)c1cccs1)c1ccc(Cl)cc1 (stereo partly drawn)	-1.4%	-13.7%
O=C1[C@H]2[C@H]3[C@H](O)[C@H](O)C/C(=N/OCc4ccccc4)[C@@H]3CC[C@@H]2C(=O)N1Cc1ccccc1	12.3%[12.4 µM]	0.7%[12.4 µM]
Cc1nc(Nc2ccccc2)c2nc(-c3ccccc3)n(CCN3CCOCC3)c2n1	?	-6.6%
CCC[C@@H]1C[C@@]1(CCC)C(NS(=O)(=O)c1cccc2cccnc12)c1ccc(Cl)cc1 (stereo partly drawn)	14.7%	-12.4%
COC(=O)C1=C(C)N(Cc2ccccc2)[C@]23O[C@](C(=O)OC)(C(=O)N2C1c1ccccc1)C(c1ccccc1)C3C(=O)c1ccccc1 (stereo partly drawn)	-9.1%&-9.8%[12.4 µM]	-3.4%&2.0%[12.4 µM]
CCN(CC)CCCCn1c(-c2ccccc2)nc2c(NCc3ccccc3)nc(C)nc21	16.4%	-6.4%
Next section
SMILES	APEX1 inh	BLM inh
CCCn1c(-c2ccc(F)cc2)nc2c(N3CCN(C)CC3)nc(C)nc21	?	-16.0%
COC(=O)[C@@H]1CC[C@H](C)[C@@H](c2ccc(C)cc2)N1C(=O)c1ccc(/C=N\OCC[C@@H]2C=C[C@H](OC(C)=O)[C@H](COC(C)=O)O2)cc1	18.3%[12.4 µM]	6.2%[12.4 µM]
CO[C@H]1COC(=O)[C@H]2CCCN2C(=O)C/C=C\[C@@H](C)[C@H](OC)COC(=O)C/C=C\[C@@H]1C	32.9%[activator][12.4 µM]	5.8%[12.4 µM]
COC(=O)N[C@@H](CCc1ccccc1)/C(C(=O)OC)=C(\C)NCc1ccccc1	-1.9%	2.2%
CC(Cc1ccccc1)C(=O)NCC1CC1 (stereo not drawn)	-2.7%	-2.3%
COC(=O)c1ccc(C(NC(=O)OCc2ccccc2)/C(=C/[C@@H](C)C(=O)Nc2ccc(OC)cc2)c2cccnc2)cc1 (stereo partly drawn)	5.1%	-3.0%
COC(=O)c1cccc(C23CC4(C2)[C@H](CN(CC2CCCCC2)[C@@H]4c2ccccc2)C3c2ccc(Cl)nc2)c1 (stereo partly drawn)	-2.8%	-2.9%
C[C@]12C[C@H](O)CC(CO)(CO)C1[C@H](O)C[C@@]13CC4[C@@H](CC12)[C@@]4(C)C3 (stereo partly drawn)	?	1.1%
COC(=O)c1ccc(C23CC2(C(NP(=O)(c2ccccc2)c2ccccc2)c2ccccc2)C3)cc1 (stereo not drawn)	?	-15.4%
CCC1=C2CC[C@H]3C(=O)N(c4ccccc4)C(=O)[C@H]3[C@H]2[C@@]2(C)C(=O)N(CC(=O)OC)C(=O)N2C1=O	17.2%	3.9%
CC(C)(C)Nc1oc(-c2ccccc2)nc1-c1ccc(C(F)(F)F)cc1	2.2%	0.3%
O=C1[C@H]2[C@H]3[C@H](O)[C@H](O)C/C(=N/OCc4ccccc4)[C@@H]3CC[C@@H]2C(=O)N1C1CCCCC1	9.7%[12.4 µM]	-2.0%[12.4 µM]
CC(C)=CCC/C(C)=C/CO/N=C1/C[C@@H](O)[C@@H](O)[C@@H]2[C@H]3C(=O)N(c4ccc(F)cc4F)C(=O)[C@@H]3CC[C@H]12	11.2%[12.4 µM]	-4.8%[12.4 µM]
COC(=O)c1ccc(C(NC(=O)OCc2ccccc2)/C(=C/[C@@H](C)C(=O)NCC2CC2)c2cccnc2)cc1 (stereo partly drawn)	-8.6%	-0.3%
O=C1c2ccccc2C(Cc2ccnc(F)c2)(Cc2ccnc(F)c2)c2ccccc21	-4.6%	-2.2%
COC(=O)CNC(=O)C1(C)C=CC2(CCCCC2)N1C(C)=O (stereo not drawn)	-1.3%	-4.0%
CC(CCC#N)[N+](=O)[O-] (stereo not drawn)	-1.6%	5.3%
COC(=O)[C@@]1(Cc2ccccc2)[C@H]2c3cc(C(=O)N4CCCC4)n(CC4CC4)c3C[C@H]2CN1C(=O)c1ccccc1	7.9%	-4.5%
COC(=O)C/C=C\[C@@H](C)[C@@H](/C=N\O[C@@H](C)CN1CCCc2nc(C)c(C)cc21)NS(=O)(=O)c1ccc(C)cc1	39.4%[12.4 µM]	-6.3%[12.4 µM]
COC(=O)CCC(=O)OC1(C)C(=O)C=C2C=C(C3CC3)N(c3ccc(CO)cc3)C=C2C1=O (stereo not drawn)	-2.6%[12.4 µM]	-3.9%[12.4 µM]
CCCC1(C(=O)OC)C=C2C(=C(C(C)C)C(=O)C2C)CN1 (stereo not drawn)	-9.0%	-6.9%
CC1(C)OC(C(O)(c2ccccc2)c2ccccc2)C(C(O)(c2ccccc2)c2ccccc2)O1 (stereo not drawn)	?	-11.0%[12.4 µM]
COc1ccc2c(c1)O[C@@H](c1cccc(C(F)(F)F)c1)[C@H](OC(=O)Nc1cc(OC)c(OC)c(OC)c1)C2=O	-2.0%	-4.3%
COc1cccc([C@H]2Oc3ccc(OC)cc3/C(=N\OCC[C@@H]3C=C[C@H](OC(C)=O)[C@H](COC(C)=O)O3)[C@@H]2O)c1	-8.8%[12.4 µM]	5.1%[12.4 µM]
